# From PubChem
# Bfl-1 Bim block = disrupts Bim binding to human Bfl-1; 190,000 tested, 0.12% active; Q16548; Bead-based flow cytometry, Bim-Bfl-1 binding inhibition; inhibition, % at 10 µM;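 note: 0% = wells without compound plus tracer and 100% = blocker peptide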
# ABCB1 inh = inhibitors of human ABCB1 transporter, ABCG2 counter-screen; 190,000 tested, 0.067% active; CCRF-Adr cells, JC-1 efflux, flow cytometry; AID 1326; inhibition, % at 6.6 µM; in the data active = inhibition above about 40%;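 note: 0% = vehicle and 100% = reference inhibitor; higher value means more JC-1 retained so stronger ABCB1 efflux block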
# Target sequence (P08183 whole entry, looked up): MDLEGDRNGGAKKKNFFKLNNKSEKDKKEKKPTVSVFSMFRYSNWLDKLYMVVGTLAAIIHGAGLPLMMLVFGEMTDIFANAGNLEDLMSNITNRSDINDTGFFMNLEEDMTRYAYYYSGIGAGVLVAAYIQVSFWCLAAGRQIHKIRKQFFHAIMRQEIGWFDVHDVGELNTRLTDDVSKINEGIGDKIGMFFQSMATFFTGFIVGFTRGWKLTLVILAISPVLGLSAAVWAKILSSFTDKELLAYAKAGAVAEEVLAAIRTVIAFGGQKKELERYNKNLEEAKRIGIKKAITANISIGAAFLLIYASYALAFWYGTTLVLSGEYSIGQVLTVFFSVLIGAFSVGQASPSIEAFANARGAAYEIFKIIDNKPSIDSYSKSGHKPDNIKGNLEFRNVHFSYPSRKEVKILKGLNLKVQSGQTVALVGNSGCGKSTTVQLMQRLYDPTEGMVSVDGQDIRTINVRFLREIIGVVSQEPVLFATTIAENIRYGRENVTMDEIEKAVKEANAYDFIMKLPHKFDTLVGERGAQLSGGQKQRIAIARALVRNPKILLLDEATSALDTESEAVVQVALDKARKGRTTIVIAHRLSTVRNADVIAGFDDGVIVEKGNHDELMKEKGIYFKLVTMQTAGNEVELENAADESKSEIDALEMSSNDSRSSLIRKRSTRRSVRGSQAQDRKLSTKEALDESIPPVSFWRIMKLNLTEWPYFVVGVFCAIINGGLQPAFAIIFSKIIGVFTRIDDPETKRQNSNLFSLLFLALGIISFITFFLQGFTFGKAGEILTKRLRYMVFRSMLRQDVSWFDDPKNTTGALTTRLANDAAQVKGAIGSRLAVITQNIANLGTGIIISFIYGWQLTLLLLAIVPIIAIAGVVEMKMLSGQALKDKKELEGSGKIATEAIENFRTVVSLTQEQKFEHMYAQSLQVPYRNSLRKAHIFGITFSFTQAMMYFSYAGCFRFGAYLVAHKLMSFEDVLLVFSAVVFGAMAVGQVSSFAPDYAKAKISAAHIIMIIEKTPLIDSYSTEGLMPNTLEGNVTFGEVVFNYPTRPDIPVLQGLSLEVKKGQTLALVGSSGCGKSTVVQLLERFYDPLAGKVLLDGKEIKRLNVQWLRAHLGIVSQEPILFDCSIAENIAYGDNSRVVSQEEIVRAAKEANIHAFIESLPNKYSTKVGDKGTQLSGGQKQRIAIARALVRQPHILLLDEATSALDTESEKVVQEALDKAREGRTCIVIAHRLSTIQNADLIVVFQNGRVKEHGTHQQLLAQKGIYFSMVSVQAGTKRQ
# ABCG2 block = inhibitors of human ABCG2 transporter, ABCB1 counter-screen; inhibition, % at 6.6 µM; IgMXP3 cells, JC-1 efflux, flow cytometry; Q9UNQ0; 190,000 tested, 0.1% active; AID 1325;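 active = inhibition above 80%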;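 note: 0% = DMSO and 100% = nicardipine control wells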
#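 Read-out basis: Efflux inhibition in percent versus controls | Test system: ABCG2 IgMXP3 and barcoded ABCB1 CCRF-Adr cell mix | Quantity: 3 million cells/mL in well | Schedule: 10 min at 25 °C | Control set: Nicardipine as high control, DMSO as low control | Reagent: JC-1 as fluorescent efflux pump substrate | Signal: Flow cytometry of retained JC-1 fluorescence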
# RGS7-Gao reg = human RGS7-Galphao interaction regulation. P09471. Multiplexed bead flow cytometry, RGS7-Galphao binding; actives lie on both sides. binding response (% of control), % at 10 µM. 220,000 tested, 0.35% active; in the data active = binding response below about 49% or above about 150%; inconclusive = no clear call, values can overlap the other calls; inactive = in between;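 note: fluorescent Galphao held in activated GDP-AlF4 state binding bead-coupled RGS7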
# Bim-Bcl-B = inhibitors of Bim-Bcl-B interaction, human; Q9HD36; bead-based flow cytometry, Bim peptide-Bcl-B binding; inhibition, % at 10 µM; 190,000 tested, 0.073% active;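 note: 0% = tracer peptide without compound and 100% = reference inhibitor peptide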
# Bcl-XL Bim block = human Bim-Bcl-XL interaction inhibition | Q07817 | AID 1007 | 190,000 tested, 0.04% active | Bim peptide-Bcl-XL binding, bead flow cytometry, fluorescence | inhibition, % at 10 µM
# Bim-Bcl-2 = human Bim-Bcl-2 interaction inhibition. AID 950. P10415. Bead-based flow cytometry, Bim peptide-Bcl-2 binding. 190,000 tested, 0.06% active. inhibition, % at 10 µM; in the data active = inhibition above about 40%; inconclusive = no clear call, values can overlap the other calls;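 note: 0% = no compound wells with probe peptide and 100% = reference peptide inhibitor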
# RGS4-Gao reg = modulates binding of RGS4 to human Galphao; P09471; Multiplexed bead flow cytometry; actives lie on both sides; binding response (% of control), % at 10 µM; 220,000 tested, 0.33% active; in the data active = binding response below about 49% or above about 150%; inactive = in between;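 note: fluorescent Galphao activated with aluminum fluoride binding bead-coupled RGS4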
# Bim-Bcl-W = human Bim-Bcl-W interaction inhibition. 190,000 tested, 0.02% active. inhibition, % at 10 µM. bead-based flow cytometry, Bim peptide-Bcl-W binding. AID 952. Q92843;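 note: 0% = bound tracer without compound and 100% = peptide blocker; higher means less fluorescent Bim peptide bound to Bcl-W beads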
# Avidin fluor = compound fluoresces at 488/530 nm on avidin beads. compound fluorescence 488/530 nm, flow cytometry; active compounds read high. fluorescence (KMESF) at 10 µM. 220,000 tested, 0.38% active; in the data active = fluorescence above about 47; note: inactives centre near 10
# GSH bead fluor = compound fluoresces at 488/530 nm on GSH beads; GSH beads flow cytometry, compound fluorescence 488/530 nm; active compounds read high; fluorescence (KMESF) at 10 µM; 190,000 tested, 0.25% active; AID 1776; in the data active = fluorescence above about 89;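 note: glutathione beads carrying GST-tagged Bcl family fusion proteins plus one bare bead set; values are compound well signal with DMSO vehicle wells as background; inactives centre near 16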
# The depositor's hits bear a star; ? = inconclusive; . = no result given. Cut-off read from the data, not from the text of the source, unless noted: active = inhibition above about 40%.
# Start of the listing, in advance, 3 compounds:
SMILES,Bfl-1 Bim block,ABCB1 inh,ABCG2 block,RGS7-Gao reg,Bim-Bcl-B,Bcl-XL Bim block,Bim-Bcl-2,RGS4-Gao reg,Bim-Bcl-W,Avidin fluor,GSH bead fluor
CCC1(C)Cc2c(sc(NC(=S)NC(=O)c3ccccc3)c2C#N)CO1 (stereo unspecified),-8,-0.1,0,83,-24,-8,-2,85,-8,7,17
Cc1cccc(C(=O)NNC(=O)c2cc3cc4ccccc4nc3s2)c1,-9,0.1,0,102,-3,-3,-2,101,-2,5,26
Fc1ccccc1NC(=S)N1CCC(c2ccccc2)C1 (stereo unspecified),1,-1.2,1,101,1,-3,1,100,-5,4,15

# The listing, from the start:
SMILES,Bfl-1 Bim block,ABCB1 inh,ABCG2 block,RGS7-Gao reg,Bim-Bcl-B,Bcl-XL Bim block,Bim-Bcl-2,RGS4-Gao reg,Bim-Bcl-W,Avidin fluor,GSH bead fluor
CCC1(C)Cc2c(sc(NC(=S)NC(=O)c3ccccc3)c2C#N)CO1 (stereo unspecified),-8,-0.1,0,83,-24,-8,-2,85,-8,7,17
Cc1cccc(C(=O)NNC(=O)c2cc3cc4ccccc4nc3s2)c1,-9,0.1,0,102,-3,-3,-2,101,-2,5,26
Fc1ccccc1NC(=S)N1CCC(c2ccccc2)C1 (stereo unspecified),1,-1.2,1,101,1,-3,1,100,-5,4,15
COc1cc(C(=O)N/N=C(\C)Cc2ccccc2)cc(OC)c1OC,-2,.,11,101,0,-3,0,100,-3,17,9
CN(C)c1ccc(/C=N/NC(=O)c2ccc(CN3C(=O)c4cccc5cccc3c45)cc2)cc1,-12,-0.5,-3,97,-12,-11,-4,97,-7,12,18
N/C(=N\OC(=O)c1ccco1)c1cccc([N+](=O)[O-])c1,-6,0.4,4,101,0,0,0,104,-2,12,12
CC(C)(C)NC(=O)/C(=C\c1ccco1)NC(=O)c1cccs1,-1,0.3,3,99,-4,-3,1,100,-1,15,5
CC(C)(C)NC(=O)c1cccc(NC(=O)CSc2ccccc2)c1,-2,0.7,17,101,0,-2,1,100,-3,10,26
O=c1oc2ccccc2cc1-c1nc(-c2ccccc2)no1,-7,0.2,6,105,-4,2,-4,104,1,9,40
c1ccc(-c2nc3nonc3c3nc4ccccc4n23)cc1,0,-0.5,32,102,8,3,9,99,2,17,12
COc1cc2ccccc2cc1C(=O)OCC(=O)NC1CCS(=O)(=O)C1 (stereo unspecified),-6,0.0,0,105,-1,-2,-1,105,0,24,14
Cc1ccc2c(c1)N(CC(=O)OC(CC(C)C)C(=O)NC1CCCC1)C(=O)CO2 (stereo unspecified),-3,1.7,5,93,1,0,-2,91,0,13,8
O=C(Nc1ccn(-c2ccccc2)n1)c1ccccc1Br,5,0.8,5,95,8,6,8,102,2,4,9
Cc1ccc(NC(=O)CSc2ncn[nH]2)cc1,-5,-0.3,0,99,0,-3,-2,99,0,20,6
CCOCCCNC(=O)C(NC(=O)Cc1cccs1)c1ccc(Cl)cc1 (stereo unspecified),-3,-0.3,-1,?,-2,-2,0,105,0,9,16
Cc1nnc(SCc2ccc(CSc3nnc(C)c(=O)[nH]3)cc2)[nH]c1=O,-10,0.9,3,105,-9,-11,-9,101,-11,2,12
O=C(CN1C(=O)C2C3C=CC(C3)C2C1=O)NCCN1CCCc2ccccc21 (stereo unspecified),-17,-0.4,15,102,-7,-9,-6,104,0,16,34
C=CCn1c(CCn2c3ccccc3c3ccccc32)n[nH]c1=S,1,-1.1,-5,96,-10,-5,1,96,-2,10,5
NC(=O)COc1ncnc2scc(-c3ccc(F)cc3)c12,-2,-0.5,1,100,-2,1,0,100,5,8,23
CC1COc2ccccc2N1S(=O)(=O)c1ccc(Cl)cc1 (stereo unspecified),-7,0.0,0,101,-5,-5,-4,105,-1,23,12
O=S(=O)(NCCc1ccc2c(c1)OCCO2)c1cccs1,-12,0.1,1,100,-10,-5,-8,102,0,8,12
CN(C)S(=O)(=O)c1ccc(N2CCCC2)c(C(=O)Nc2nc(-c3cc(F)ccc3F)cs2)c1,0,3.1,7,100,-3,-2,2,98,-3,12,5
CCCS(=O)(=O)N1CCCC(C(=O)NC2CCCC(C)C2C)C1 (stereo unspecified),-1,0.1,-1,94,-2,-1,-1,94,-4,12,26
CC1=CCC2C(=O)N(c3ccc(Br)cc3C)C(=O)C2C1 (stereo unspecified),-2,0.5,1,102,4,-2,-2,101,-1,40,22
COc1cccc(C(C(=O)NC(C)(C)C)N(Cc2ccco2)C(=O)CCC(=O)Nc2cc(C)on2)c1OC (stereo unspecified),2,0.3,0,97,4,2,2,98,5,6,25
O=C(OCCCN=C1NS(=O)(=O)c2ccccc21)C1CC(=O)N(c2ccc(Cl)cc2)C1 (stereo unspecified),-2,0.2,0,99,-7,-18,-42,99,-5,6,23
CC(C)(C)NC(=O)C1CCN(C(=O)c2ccc(Br)cc2)CC1,0,0.7,1,101,1,0,2,100,1,11,15
CCOC(=O)c1[nH]c(C)c(C(=O)NC2CCCCCC2)c1C,-16,-0.1,16,99,-6,-5,-8,102,0,30,21
COc1ccc([N+](=O)[O-])cc1NC(=O)c1cn(-c2ccc(Cl)cc2)c(=O)c2ccccc12,0,-0.1,-2,105,-9,-7,-6,107,-4,13,5
COc1cc(NS(=O)(=O)c2ccc(NC(=O)/C=C/c3ccc([N+](=O)[O-])cc3)cc2)ncn1,-3,-0.3,0,107,0,-1,-2,101,0,19,10
Cc1ccc(NC(=O)CCn2cnc3cc(C)c(C)cc32)cc1,1,1.1,14,101,2,0,0,102,0,5,16
Cc1ccc(C(=O)OCc2nnc(-c3ccc(Br)cc3)o2)cc1,-6,0.0,0,89,-5,-4,-4,88,-2,12,10
O=C(Nc1ccccc1)N1CCN(S(=O)(=O)c2ccccc2)CC1,-5,0.1,2,100,-5,-1,-1,102,0,9,21
CCCc1ccc(OCC(=O)NNC(=O)c2cccnc2)cc1,-5,1.1,7,86,-3,-3,-1,92,-1,6,13
c1ccc2ncc(-n3cnnn3)cc2c1,-11,-0.1,0,103,-5,0,-8,99,1,5,30
Cc1cccc(N(C)S(=O)(=O)c2cccc3nsnc23)c1,-7,0.1,1,110,-7,7,-4,107,2,6,32
CC1CCN(CCCNC(=O)c2ccc3c(=O)n(Cc4ccc(Cl)cc4)c(=S)[nH]c3c2)CC1,-9,0.1,0,112,-13,-5,-5,108,-4,25,12
COCCOC(=O)C(C#N)c1nc2ccccc2nc1N1CCN(Cc2ccccc2)CC1 (stereo unspecified),-8,3.2,0,102,-8,-4,-11,101,-3,9,12
C=CCn1c(SCC(=O)NCCOC)nc2scc(-c3ccco3)c2c1=O,-8,0.3,0,100,-6,0,-4,103,1,5,50
COc1ccc(S(=O)(=O)N2CCCCC2)cc1NC(=O)c1ccc([N+](=O)[O-])o1,-3,0.8,4,?,5,14,0,103,10,11,8
COCCNC(=O)NC(=O)COC(=O)C12CC3CC(CC(NC(C)=O)(C3)C1)C2,0,0.3,1,107,-1,-2,0,95,0,15,14
CN1CCN(C2=Cc3ccccc3Sc3cc(F)c(F)cc32)CC1,1,3.1,8,92,-1,-1,2,92,0,3,27
CC(C)c1nc(NCc2ccccc2)c(C#N)c2c1CCCC2,-2,0.3,2,95,-2,0,-3,100,-1,17,12
O=c1cc(O)c2sc(Nc3ccc(F)cc3)nc2[nH]1,1,-0.9,-3,97,-2,-5,0,102,-3,5,9
Clc1cnc(N/N=C/c2ccco2)c(Cl)c1,0,1.4,12,104,-5,-7,2,102,-2,11,6
Nn1c(SCC(=O)Nc2ccccc2F)nnc1-c1cccnc1,-11,0.0,0,103,-9,-12,-10,93,-5,5,37
CCOc1ccc(C(C)C)cc1S(=O)(=O)n1nc(C)cc1C,1,2.0,7,103,-2,-2,0,104,-2,10,20
CC(=O)c1ccc(NC(=O)COC(=O)CCN2C(=O)c3cccc([N+](=O)[O-])c3C2=O)cc1,-2,0.1,1,103,-3,-3,-3,100,-4,4,5
CN(C)S(=O)(=O)c1ccc(C(=O)Nc2nc(-c3cccs3)cs2)cc1,-10,0.9,4,105,-11,-12,-7,105,-12,19,16
CC(=O)N1CCCc2cc(S(=O)(=O)NC(C(=O)NCc3ccc(C)cc3)C(C)C)ccc21 (stereo unspecified),-14,0.5,18,104,-9,-5,-13,101,1,12,14
CN(Cc1ccccc1)Cc1nc2c(c(=O)n(C)c(=O)n2C)n1Cc1ccc(Cl)cc1,1,1.7,4,105,3,2,0,103,2,0,41
CC(/C=N/N1CCN(Cc2ccccc2)CC1)=C\c1ccccc1,0,-0.3,-1,113,-1,-4,-2,105,-3,7,9
CCC(C)(C)NC(=O)C(c1cccc(OC)c1)N(C(=O)c1ccn[nH]1)c1cccc(OC)c1 (stereo unspecified),-1,1.4,3,96,0,0,0,97,2,22,11
Clc1ccc2scc(CN3CCCCC3)c2c1,1,1.0,5,101,7,0,-1,104,3,4,8
N#Cc1c(-c2cccnc2)c2c([nH]c1=S)CCCC2,0,-0.1,0,109,3,0,0,103,0,32,16
Cc1ccc(-c2nnc(SCC#N)n2N)cc1,-1,1.6,10,101,-4,0,0,103,-1,10,19
O=C(CSc1ncccn1)N/N=C/c1cccc(OC2CSC2)c1,-4,0.1,17,94,0,0,1,99,-1,11,10
Cc1ccc(NC2=C/C(=N\S(=O)(=O)c3cccs3)c3ccccc3C2=O)c(C)c1,1,3.8,1,96,0,0,12,98,2,6,21
O=C(COc1ccccc1)NCC(=O)NC1CCCCC1,-5,1.9,5,97,-2,-3,-2,99,1,25,22
CCc1ccc(-c2nc(CN3CCC(C(=O)NCc4ccc(F)cc4)CC3)c(C)o2)cc1,-11,0.7,1,100,-7,3,-5,102,1,8,55
# Continuation.
SMILES,Bfl-1 Bim block,ABCB1 inh,ABCG2 block,RGS7-Gao reg,Bim-Bcl-B,Bcl-XL Bim block,Bim-Bcl-2,RGS4-Gao reg,Bim-Bcl-W,Avidin fluor,GSH bead fluor
CCCc1[nH]n(-c2ccc([N+](=O)[O-])cc2)c(=O)c1C=NCCN1CCNCC1,-2,0.4,2,101,-3,0,-4,104,1,9,11
CCNc1ccccc(-c2ccc3ccccc3n2)c1=O,-5,3.5,7,92,-5,1,-1,97,2,15,16
CCOc1ccccc1Nc1nc(N)nc(CSc2nncn2C)n1,-7,0.1,0,99,-3,-1,-2,98,2,5,35
COc1ccc(/C=N/NC(=O)CCN2CCN(c3ccccc3)CC2)c(OC)c1OC,-1,0.8,9,100,-2,-1,1,100,-3,10,11
Cc1ccc(C)c(SCC(=O)Nc2cccnc2Cl)c1,-7,1.7,9,105,-5,-7,-6,106,0,22,11
CCCn1c(=O)c2ccccc2n2c(SCC(=O)NCc3cccs3)nnc12,-7,1.9,7,104,-6,1,-4,102,2,16,30
CCOc1ccc(C(=O)Nc2nnn(CC)n2)cc1,6,0.5,3,93,4,4,6,94,7,7,16
O=C(CNCCO)N1N=C(c2cccs2)CC1c1cccs1 (stereo unspecified),-6,1.1,6,97,-1,0,0,97,-2,6,12
Cc1cnc(NC(=O)CSc2nnc(-c3ccncc3)n2C2CCCCC2)s1,-11,0.5,2,97,-7,5,-9,101,-1,5,39
